GPR35 antagonists: GPR35 antagonists blocking zaprinast-driven arrestin recruitment, primary screen, imaging, U2OS, beta-arrestin-GFP, zaprinast agonist (AID 2058). U2OS GPR35 beta-arrestin-GFP translocation imaging, zaprinast antagonism; higher % means a stronger effect. inhibition, % at 10 µM; hits with a dose series show IC50 in µM. actives 0.052% (n = 290,000);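 active = inhibition of at least 50% with at least 30 cells and total cytoplasm GFP at most 10,000,000; inconclusive = under 30 cells or total GFP of 10,000,000 plus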
NTR1 agonist: NTR1-driven beta-arrestin-GFP spot formation – imaging, U2OS cells, high content, primary screen (AID 493036) | P30989 | agonist mode | activation, % at 20 µM | actives 0.17% (n = 330,000);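 active = activation at or above 40% of the spot to cytoplasm intensity ratio, with at least 20 cells analyzed; inconclusive = wells under 20 cells, flagged as cytotoxic or low count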;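 note: 0% = DMSO without peptide and 100% = 100 nM NTR1 peptide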
Target sequence (P30989 whole entry, looked up): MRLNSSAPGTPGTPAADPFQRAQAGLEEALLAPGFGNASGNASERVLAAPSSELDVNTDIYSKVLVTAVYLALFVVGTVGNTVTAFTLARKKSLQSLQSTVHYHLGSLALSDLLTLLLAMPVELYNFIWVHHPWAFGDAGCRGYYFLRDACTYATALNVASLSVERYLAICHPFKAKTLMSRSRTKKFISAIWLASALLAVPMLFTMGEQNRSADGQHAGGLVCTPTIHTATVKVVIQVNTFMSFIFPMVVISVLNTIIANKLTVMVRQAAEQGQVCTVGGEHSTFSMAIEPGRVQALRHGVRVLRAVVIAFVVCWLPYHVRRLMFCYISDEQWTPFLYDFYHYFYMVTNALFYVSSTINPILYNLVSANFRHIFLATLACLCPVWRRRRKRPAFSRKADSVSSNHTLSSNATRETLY
Hep lipid drop: hepatic lipid droplet formation modulation; AML12 mouse hepatocytes, oleate lipid droplets, BODIPY imaging; inhibition, % at 6.5 µM; actives 0.4% (n = 240,000); AID 1656;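 active = lipid droplet intensity inhibited by at least 50%, with more than 500 cells counted; inconclusive = wells with under 300 cells, treated as cytotoxic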
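Technique: fluorescence imaging, 20x objective, two fields per well / Assay system: AML12 hepatocytes (mouse) / Measure: % inhibition of lipid droplet signal / Doses: 6.5 µM single-point dosing / Incubation: overnight exposure / Reagent: 100 µM oleic acid challenge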
GPR55 LPI antagonism: GPR55 antagonists blocking LPI-driven arrestin recruitment, primary screen, imaging, U2OS, beta-arrestin-GFP, LPI agonist (AID 2013); U2OS GPR55 beta-arrestin-GFP translocation imaging, LPI antagonism; higher % means a stronger effect; inhibition, % at 10 µM, or IC50 in µM where a hit was titrated; actives 0.13% (n = 290,000);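 active = spots per cell inhibited over 60%, with over 100 cells counted and total cytoplasm intensity under 500,000; inconclusive = wells with under 100 cells, flagged as likely toxic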;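 note: U2OS cells stably carrying GPR55 and arrestin-GFP stimulated by 5 µM LPI near EC80; imaged beta-arrestin-GFP aggregate spots per cell after agonist stimulation; plate controls were LPI-stimulated DMSO wells for no effect and DMSO wells without LPI for full effect; some results filed as inactive read as strong as hits; confirmed hits need IC50 under 10 µM and bright autofluorescent wells are also inconclusive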
Rac1 GTP hydrolysis: MgcRacGAP GTPase-activating activity inhibitors, confirmation, biochemical, ADP Hunter fluorescence; inhibition, % at 30 µM, or IC50 in µM where a hit was titrated; actives 0.6% (n = 340,000); MgcRacGAP-stimulated Rac1 GTP hydrolysis, ADP Hunter fluorescence; higher % means a stronger effect; GST-tagged Rac1 F28L mutant substrate;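 active = first-screen hits whose inhibition reached a set limit at any dose in the follow-up dose series; inconclusive = inhibition above the set first-screen limit but never retested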;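 note: fluorescence reports GDP produced by GAP-driven GTP hydrolysis; strong numbers were not always called active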
Large T inhibition: SV40 large T antigen inhibitors, biochemical (AID 1903); SV40 large T antigen ATPase/helicase inhibition assay; higher % means a stronger effect; inhibition, % at 20 µM; hits with a dose series show IC50 in µM; actives 0.39% (n = 310,000); in the data active = a potency from the dose series; inconclusive = inhibition mostly from about 32% at the one dose, without a potency; inactive = the rest, 99 in 100 with inhibition below about 32%; note: strong numbers were not always called active
T cell modulator: modulates CD8 T cell binding to vesicles. 2C CD8+ T cell-vesicle binding, flow cytometry; hits give low values. calls only at 7 µM. actives 0.068% (n = 330,000). AID 2052;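 active = response, share of CD8 T cells binding vesicles, and their 90th percentile fluorescence all below set limits, cut at about 80% in these data, passing the limit was not always enough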
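material = purified 2C TCR transgenic mouse naive CD8+ T cells | controls = Unloaded micro-vesicles (low), QL9 vesicles with 0.7% DMSO (high) | detection = cytometric PE anti-B7-1 and Alexa647 anti-CD8 signals after 1% paraformaldehyde fixation | incubation = binding step 1.5 h, 37 °C, antibody labelling 20 min, ice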
GPR55 beta-arrestin: selective activators of receptor GPR55 – imaging, U2OS cells, beta-arrestin-GFP redistribution, primary screen (AID 1961) | U2OS GPR55 beta-arrestin-GFP redistribution imaging; higher % means a stronger effect | one-dose activation, % at 10 µM; EC50 in µM for titrated hits | actives 0.048% (n = 290,000);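 active = activation above 40% with more than 50 cells counted in the well; inconclusive = wells holding fewer than 50 cells, flagged as toxic or sparse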;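 note: U2OS osteosarcoma cells stably expressing GPR55 and beta-arrestin-GFP; plate controls were DMSO negative control for no effect and LPI positive control for full effect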
LYP phosphatase: inhibitors of LYP phosphatase, biochemical, fluorescence intensity, uHTS (AID 1779) | actives 0.054% (n = 290,000) | recombinant LYP phosphatase, fluorescence intensity; higher % means a stronger effect | inhibition, % at 11.5 µM; hits with a dose series show IC50 in µM; in the data active = inhibition above about 50%;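 note: plate controls were vehicle with enzyme for no effect and no enzyme for full effect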
Hep lipid drop cells 6.5 µM: also measured in Hep lipid drop; calls as there; cell count; measured here: cell count, cytotoxicity flag;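 cells counted across two imaged fields per well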
T cell modulator vesicle-bound %: further read-out of T cell modulator, marked with its call; double positive events, %; measured here: CD8+ vesicle-bound cell fraction;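 binding gate set so that unloaded-vesicle control wells show 10% double positive cells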
NTR1 agonist cell count 20 µM: recorded beside NTR1 agonist, whose call it bears; cell count; measured here: cell count, cytotoxicity flag
* hit, by the source's call; i = inactive; ? = inconclusive; · = not tested or not shown.

SMILES | GPR35 antagonists | NTR1 agonist | NTR1 agonist cell count 20 µM | Hep lipid drop | Hep lipid drop cells 6.5 µM | GPR55 LPI antagonism | Rac1 GTP hydrolysis | Large T inhibition | T cell modulator | T cell modulator vesicle-bound % | GPR55 beta-arrestin | LYP phosphatase
CCC(=O)N1CCc2cc(Br)cc(S(=O)(=O)N(C)c3ccc(OC)cc3OC)c21 | -16% | 3.4 | 58 | 1 | 677 | 9% | 8% | 1% | i | 52 | -0.3% | 5%
Nc1c(Cl)cc(C2=NCCn3c2c2ccc(C(F)(F)F)cc2[n+]3[O-])cc1Cl | · | 2.3 | 56 | · | · | · | 9% | 6% | i | 49 | · | ·
CCc1ccc(C(C(=O)NC(C)(C)CC)N(Cc2ccco2)C(=O)Cn2nnc3ccccc32)cc1 (stereo not given) | 18% | 2.0 | 68 | -2 | 733 | 2% | 5% | 6% | i | 57 | -0.2% | 8%
NC(=O)c1nn(-c2cccc(Cl)c2)c(=O)cc1O | -4% | 1.8 | 60 | · | · | -14% | 4% | -1% | i | 62 | -0.1% | -1%
CN1CCC(=NNC(=O)CN(c2ccc([N+](=O)[O-])cc2)S(=O)(=O)c2ccccc2)CC1 | 1% | 1.3 | 43 | 21 | 858 | 2% | 3% | 3% | i | 28 | -0.1% | -7%
CCOc1ccccc1/C=N/n1c(C)nc2ccccc2c1=O | -11% | 2.1 | 91 | 19 | 841 | 3% | 8% | 6% | i | 46 | 0.6% | -3%
Brc1cccc(/C=N/Nc2nn[nH]n2)c1 | 22% | -1.9 | 35 | 2 | 697 | 19% | 1% | 2% | i | 20 | -0.1% | 1%
O=C(c1ccc(F)cc1)n1c(NCc2ccccc2)n[nH]c1=S | 9% | 0.5 | 57 | 0 | 669 | -4% | 4% | -1% | i | 30 | 0.9% | -7%
Cc1ccc(CNC(=O)C(=O)NCC2CCCO2)cc1 (stereo not given) | 3% | -0.5 | 54 | 5 | 793 | 6% | 11% | 7% | i | 57 | -0.2% | -5%
O=C(COC(=O)C1=COCCO1)Nc1cc(S(=O)(=O)N2CCCCC2)ccc1Cl | -8% | -0.5 | 52 | 36 | 656 | 8% | 4% | 8% | i | 29 | 0.0% | 1%
O=C(Nc1ccc2ccccc2c1)N1CCN(c2ncccc2C(F)(F)F)CC1 | -29% | -1.7 | 95 | · | · | 8% | 3% | 9% | i | 8 | 0.3% | -2%
COC(=O)C1C2C=CC3(CN(CCc4ccccc4)C(=O)C13)O2 (stereo not given) | -1% | -2.6 | 103 | 26 | 757 | 13% | 9% | -6% | i | 43 | 1.1% | -5%
O=C(NCc1ccncc1)C(=O)Nc1nc2ccccc2s1 | -11% | -1.4 | 92 | -10 | 714 | 13% | 9% | 4% | i | 54 | -0.1% | -6%
O=C(OCCOCCN=C1NS(=O)(=O)c2ccccc21)c1ccccc1 | -2% | -1.1 | 55 | 9 | 768 | -4% | 3% | -1% | i | 20 | -0.2% | -9%
O=C(OCc1cc2ccccc2[nH]c1=O)C1CCCO1 (stereo not given) | 12% | -0.8 | 48 | · | · | 2% | 12% | 3% | i | 17 | -0.2% | -8%
CC1(C)C(c2ccccc2)=NC(c2ccccc2)N1O (stereo not given) | 4% | 3.2 | 64 | -17 | 607 | -26% | 4% | 0% | i | 5 | -0.1% | 0%
COc1ccc(C(=O)c2sc(Nc3ccccc3)nc2N)cc1 | 6% | 0.2 | 43 | -5 | 779 | -4% | 11% | 7% | i | 54 | -0.3% | -3%
Cc1ccc(C(=O)NCCN2CCCC2)cc1 | 1% | 0.0 | 48 | 16 | 709 | -9% | 1% | 6% | i | 36 | -0.2% | -6%
COc1cccc(-n2c(CNC(=O)OC(C)(C)C)n[nH]c2=S)c1 | 7% | -2.1 | 50 | · | · | 3% | 2% | 7% | i | 41 | -0.2% | -7%
CC(C)=Cc1oc2ccc([N+](=O)[O-])cc2c1N1CC(C)OC(C)C1 (stereo not given) | -18% | 3.1 | 47 | 6 | 679 | 5% | 1% | -15% | i | 9 | 0.0% | 1%
CN(C)c1ccc(/C=C/c2cc[n+](C)cc2)cc1 | 1% | -0.7 | 56 | · | · | 5% | 23% | 7% | i | 32 | -0.1% | -4%
Cc1cccc2cc(C(c3nnnn3C(C)(C)C)N3CCN(C(=O)c4ccco4)CC3)c(=O)[nH]c12 (stereo not given) | -2% | 6.0 | 66 | -18 | 702 | 11% | 4% | 38% | i | 24 | 0.2% | 3%
Cc1ccc(C(=O)O)cc1-c1ccc(/C=C2\SC(=O)N(CC(=O)Nc3ccccc3)C2=O)o1 | -18% | 0.9 | 38 | 1 | 694 | -5% | 13% | -14% | i | 45 | -0.1% | 0%
COc1nc(OCCNS(=O)(=O)c2ccc(C)cc2)nc(N(C)C)n1 | 2% | 0.3 | 51 | -2 | 652 | -6% | -1% | 6% | i | 56 | 0.2% | -2%
COc1ccc(C(=O)CN(C(=O)c2ccc(Cl)cc2)N2C(=O)c3ccccc3C2=O)cc1 | 22% | -0.2 | 91 | · | · | 17% | 8% | 6% | i | 43 | -0.2% | -3%
CCCNC(=O)OCc1cccnc1Sc1ccc(C)cc1 | 18% | 0.8 | 47 | -4 | 719 | -4% | 1% | 10% | i | 16 | -0.3% | 0%
O=c1c2cc(Cl)ccc2nc(-c2ccc(Cl)c(Cl)c2)n1O | -2% | 31 | 55 | -19 | 689 | 2% | 12% | 6% | i | 42 | -1.9% | -3%
CSCCC(NC(N)=O)C(=O)N(C)CC(=O)Nc1cc(C)ccc1C (stereo not given) | -3% | -3.5 | 33 | -7 | 729 | 20% | 4% | -6% | i | 15 | -0.1% | -6%
COC(=O)CCCC1=CC2=CC(=O)C(C)(OC(=O)c3cccs3)C(=O)C2=CN1CCCCO (stereo not given) | 1% | -1.7 | 58 | -22 | 631 | -18% | 10% | 6% | i | 44 | -0.1% | -12%
CCC(Sc1nc(-c2ccccc2)c(C#N)c(=O)[nH]1)C(=O)Nc1cc(C)on1 (stereo not given) | 0% | -0.2 | 54 | 2 | 818 | 0% | 11% | 21% | i | 22 | 0.0% | -2%
CC(C)c1nc2oc3ccccc3c(=O)c2c(=O)n1-c1ccccc1 | 17% | 4.8 | 81 | · | · | -4% | 9% | 8% | i | 39 | -0.1% | -8%
CCOC(=O)N1CCN(Cc2nc3c(c(=O)n(C)c(=O)n3C)n2Cc2cccc3ccccc23)CC1 | 16% | 2.3 | 40 | · | · | -4% | 13% | · | i | 52 | 0.1% | 4%
Cc1cc(C)c(OCC(=O)OCC(=O)N2CCN(C(=O)c3ccco3)CC2)c(C)c1 | · | -1.2 | 46 | · | · | · | 5% | 13% | i | 51 | · | ·
CCc1ccc(-c2cn3nc(-c4ccccc4)cnc3n2)cc1 | 5% | 1.0 | 44 | -10 | 772 | -8% | 2% | 12% | i | 46 | -0.1% | -6%
CC1CC(=O)N(Cc2ccccc2)c2ccccc2N1C=O (stereo not given) | -4% | 1.7 | 61 | 9 | 732 | 8% | 8% | -1% | i | 32 | 0.1% | -16%
Nc1nnc(SCC(=O)Nc2ccccc2)s1 | 21% | -0.9 | 57 | 9 | 723 | 4% | 9% | 9% | i | 26 | 0.2% | 1%
Cc1nn2c(N3CCOCC3)cc(C(C)C)nc2c1-c1ccccc1 | 6% | 8.7 | 77 | 22 | 805 | 1% | · | 0% | i | 12 | -0.1% | -7%
CN(C)c1ccc(/C=N/N2CCN(Cc3ccccc3Cl)CC2)cc1 | -3% | 2.7 | 61 | 1 | 842 | -7% | 70µM* | 32% | i | 40 | -0.2% | -1%
COc1ccc(/C=C2/N=C(SC)NC2=O)cc1OC | 4% | 0.2 | 42 | -4 | 709 | -6% | 21% | 13% | i | 35 | 0.2% | -3%
O=C(c1ccccc1Br)N1N=C(c2ccccc2)CC1c1ccccc1F (stereo not given) | -9% | 3.5 | 96 | 19 | 826 | 11% | 2% | 7% | i | 28 | 0.4% | 3%
FC(F)(F)c1cccc(NC(=S)NCc2ccccc2)c1 | 3% | 2.8 | 50 | · | · | 0% | 15% | 3% | i | 29 | -0.1% | -4%
Cc1ccc(NC(=O)C(SCC(=O)O)c2ccccc2)cc1C (stereo not given) | 8% | 0.8 | 89 | 15 | 651 | 19% | 7% | 2% | i | 14 | 0.4% | -2%
CSc1ccccc1-c1nnc(-c2ccc(Cl)cc2Cl)o1 | 14% | 3.0 | 65 | · | · | 9% | 1% | 8% | i | 21 | -0.1% | 2%
COc1ccc(N2CCN(c3ncccc3C#N)CC2)cc1 | 26% | 1.2 | 54 | -20 | 694 | 4% | 157µM* | 12% | i | 33 | -0.1% | -6%
O=C(COC(=O)Cc1cccc(C(F)(F)F)c1)Nc1ccccc1 | 36% | -1.7 | 47 | 11 | 722 | -3% | 4% | 8% | i | 50 | 0.5% | -8%
COc1ccc(S(=O)(=O)O)cc1P(=O)(c1ccccc1)c1ccccc1 | 2% | -0.1 | 88 | -1 | 411 | 12% | 10% | 4% | i | 44 | -0.1% | -12%
O=C(O)c1ccc(-n2cccc2/C=C2/NC(=O)N(c3cccc(Cl)c3)C2=O)cc1 | 13% | · | · | 17 | 719 | 6% | 25% | ? | · | · | 0.4% | 6%
Cc1[nH]oc(=O)c1N=Nc1ccccc1 | -14% | 2.9 | 42 | 2 | 637 | 7% | -11% | 6% | i | 47 | 0.9% | -5%

Screening results: PubChem BioAssay, several laboratories
